bIAP activator – intestinal alkaline phosphatase (bovine) activation; 200,000 compounds, 0.17% hits; activation factor at 20 µM; purified bovine IAP, CDP-star luminescence, 30 min; hits give high values; fold of DMSO-control signal, blank-subtracted;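 active = activation factor of 2 or more at 20 µM, a signal rise over negative controls twice the positive control's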
FLuc inh counter – Photinus pyralis luciferase inhibition counter-screen; P08659; 200,000 compounds, 1.5% hits; inhibition, % at 10 µM; ATPLite firefly luciferase biochemical luminescence, 10 min; AID 1006;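 active = inhibition above about 50% when tested at 10 µM, limit read from the data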
Target sequence (P08659 whole entry, looked up): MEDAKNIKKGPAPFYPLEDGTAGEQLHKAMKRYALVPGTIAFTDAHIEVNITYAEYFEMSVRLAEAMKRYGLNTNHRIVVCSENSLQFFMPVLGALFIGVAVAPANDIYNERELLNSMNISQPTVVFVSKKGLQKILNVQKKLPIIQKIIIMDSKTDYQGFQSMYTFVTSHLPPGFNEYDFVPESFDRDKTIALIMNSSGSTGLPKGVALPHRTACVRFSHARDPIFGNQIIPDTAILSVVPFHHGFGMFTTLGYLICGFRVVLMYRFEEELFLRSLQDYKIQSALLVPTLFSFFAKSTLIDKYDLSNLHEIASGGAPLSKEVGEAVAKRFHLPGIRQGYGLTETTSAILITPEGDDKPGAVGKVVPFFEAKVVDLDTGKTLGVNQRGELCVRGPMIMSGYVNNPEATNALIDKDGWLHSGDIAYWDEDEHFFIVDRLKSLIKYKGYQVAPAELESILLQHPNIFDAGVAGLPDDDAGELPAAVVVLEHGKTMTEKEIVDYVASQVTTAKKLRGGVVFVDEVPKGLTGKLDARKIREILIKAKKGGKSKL
TNAP inh hi DEA – inhibitors of human TNAP at high phosphate acceptor concentration | P05186 | purified TNAP, CDP-star luminescence, 1 M DEA | inhibition, % at 20 µM | 200,000 compounds, 0.03% hits | AID 1135;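 active = over 50% inhibition of tissue-nonspecific alkaline phosphatase at 20 µM in the single-dose screen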;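 note: plate controls were DMSO wells for no effect and EDTA-quenched wells as full inhibition for full effect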
Target sequence (P05186 whole entry, looked up): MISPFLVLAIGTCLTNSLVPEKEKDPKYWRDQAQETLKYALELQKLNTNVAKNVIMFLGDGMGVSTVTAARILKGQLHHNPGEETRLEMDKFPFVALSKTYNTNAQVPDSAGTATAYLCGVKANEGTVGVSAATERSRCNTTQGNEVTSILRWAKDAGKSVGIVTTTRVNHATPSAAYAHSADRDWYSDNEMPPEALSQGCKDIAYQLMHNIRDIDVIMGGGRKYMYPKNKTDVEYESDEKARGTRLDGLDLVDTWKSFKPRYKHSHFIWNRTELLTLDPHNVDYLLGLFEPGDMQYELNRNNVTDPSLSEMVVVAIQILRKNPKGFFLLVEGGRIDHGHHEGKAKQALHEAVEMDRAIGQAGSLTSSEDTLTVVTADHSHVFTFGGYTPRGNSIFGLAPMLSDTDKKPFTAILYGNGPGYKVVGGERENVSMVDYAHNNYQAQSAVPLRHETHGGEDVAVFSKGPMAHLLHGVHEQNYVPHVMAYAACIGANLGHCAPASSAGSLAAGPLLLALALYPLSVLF
APP 5'UTR act – activates APP 5'UTR luciferase reporter; SH-SY5Y APP 5'UTR luciferase reporter, luminescence; zero percent = DMSO vehicle wells; activation, % at 2 µM; 190,000 compounds, 1% hits;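 active = activation above a set limit, based on mean plus 3 SD of controls, cut at about 140% in these data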; note: values of inactives mirror those of a sister screen read the other way
PMI act hi M6P – activators of human phosphomannose isomerase at near-saturating mannose 6-phosphate. P34949. coupled PMI enzyme assay, resazurin fluorescence, 20 min; hits give high values; 1 = untreated enzyme, 0 = substrate-free blank. activation factor at 20 µM. 190,000 compounds, 0.34% hits. AID 1216;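 active = activation factor of 2 or more at 20 µM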
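Technique: Diaphorase-driven resazurin-to-resorufin fluorescence, excitation 544, emission 590 nm | Assay system: Human PMI in coupled enzyme assay | Times: Enzyme reaction with compound 20 min at room temperature | Medium: HEPES-buffered pH 7.4 with magnesium and detergent | Reagent: Mannose-6-phosphate 1.0 mM (near-saturating) plus 0.22 mM NADP+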
PMI act – phosphomannose isomerase (human) activation; activation factor at 20 µM; 190,000 compounds, 0.005% hits; purified human PMI, coupled resazurin fluorescence, 20 min; hits give high values; 1 = vehicle control, 0 substrate-free wells; P34949;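 active = activation factor of 2 or more at 20 µM, relative to plate controls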
FLuc act counter – firefly luciferase counter-screen for stimulation assays; P08659; 200,000 tested, under 10 active; activation factor at 10 µM; ATPlite luciferase biochemical, luminescence, 10 min; 0 = ATP-free wells, 1 = DMSO control;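 active = luciferase activation factor, scaled between plate controls, of at least 2 with compound at 10 µM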
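System: luciferase plus luciferin reagent, cell-free; medium: PBS as buffer for the ATP substrate; dosing: test compounds dosed from 2 mM stocks in 100% DMSO; timing: 10 min post-reagent at room temperature; measured by: luminescence measurement of luciferase light output; evaluation: luciferase activation, seen as luminescence increase over controls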
TNAP act hi DEA – increases human TNAP activity under high phosphate acceptor concentration. P05186. purified TNAP, CDP-star luminescence, 1 M DEA, 30 min; hits give high values; 0 = EDTA background, 1 = DMSO-only activity. activation factor at 20 µM. 200,000 tested, under 10 active. AID 1136;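 active = activation factor at least 2 at 20 µM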
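system = human TNAP | amount = enzyme diluted 1/800 final | reagent = 100 µM CDP-star substrate | signal = luminescent substrate turnover signal | dosing = one dose, 20 µM | benchmarks = EDTA negative control, DMSO positive control | measure = activation factor | timing = 30 min reaction, room temperature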
NF-kB expr up – raises NF-kB expression in human neuronal cells. NF-kB reporter expression; hits give high values. fold change at 12.5 µM. 190,000 compounds, 1.6% hits. AID 1239; in the data active = fold change above about 3.3
TNAP inh noacc – TNAP (human) inhibition, acceptor-free conditions | 200,000 compounds, 0.26% hits | inhibition, % at 20 µM | AID 1012 | purified TNAP, CDP-star luminescence, 30 min;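 active = tissue-nonspecific alkaline phosphatase inhibition above about 50% at 20 µM in the single-dose screen, limit read from the data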;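 note: 0% = DMSO negative control and 100% = EDTA positive control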
* = called active by the depositor.

How did COCCN(C(=O)Nc1ccccc1)c1ccccc1 do in these assays?
bIAP activator: 0.9; FLuc inh counter: -3; TNAP inh hi DEA: 2; APP 5'UTR act: 7; PMI act hi M6P: 0.9; PMI act: 0.9; FLuc act counter: 1; TNAP act hi DEA: 1; NF-kB expr up: 1.1; TNAP inh noacc: -1

Results for COc1ccc(C)cc1NC(=O)COC(C)=O ?
bIAP activator: 1; FLuc inh counter: 2; TNAP inh hi DEA: -2; APP 5'UTR act: -18; PMI act hi M6P: 1; PMI act: 1; FLuc act counter: 1; TNAP act hi DEA: 1; NF-kB expr up: 1.1; TNAP inh noacc: -8

How did O=C(CSc1nnc2ncccn12)N1CCCCCC1 do in these assays?
bIAP activator: 0.9; FLuc inh counter: -6; TNAP inh hi DEA: -5; APP 5'UTR act: 13; PMI act hi M6P: 1; PMI act: 0.9; FLuc act counter: 1.1; TNAP act hi DEA: 1.1; NF-kB expr up: 1.2; TNAP inh noacc: -6

How did Cc1nc(CN2CCC(c3ccccc3)CC2)cc(=O)[nH]1 do in these assays?
bIAP activator: 1; FLuc inh counter: -9; TNAP inh hi DEA: -8; APP 5'UTR act: 5; PMI act hi M6P: 1.1; PMI act: 1.1; FLuc act counter: 1.1; TNAP act hi DEA: 1.1; NF-kB expr up: 0.98; TNAP inh noacc: -8

Results for COc1ccc2c(c1)CCc1c(C(=O)Nc3c(C)nn(Cc4ccccc4)c3C)noc1-2 ?
bIAP activator: 1; FLuc inh counter: -6; TNAP inh hi DEA: -2; APP 5'UTR act: -31; PMI act hi M6P: 1; PMI act: 1; FLuc act counter: 1.1; TNAP act hi DEA: 1; NF-kB expr up: 1.3; TNAP inh noacc: -15

How did CCC(C)(C)c1ccc(OCC(=O)N(C)C)c(C(C)(C)CC)c1 do in these assays?
bIAP activator: 1; FLuc inh counter: -7; TNAP inh hi DEA: -1; APP 5'UTR act: -9; PMI act hi M6P: 0.9; PMI act: 0.9; FLuc act counter: 1.1; TNAP act hi DEA: 1; NF-kB expr up: 0.82; TNAP inh noacc: 0

How did O=C(Nc1ccccc1[N+](=O)[O-])C1=C(O)CCn2c1nc1ccccc12 do in these assays?
bIAP activator: 0.9; FLuc inh counter: -4; TNAP inh hi DEA: -2; APP 5'UTR act: 30; PMI act hi M6P: 1; PMI act: 1; FLuc act counter: 1; TNAP act hi DEA: 1; NF-kB expr up: 1.1; TNAP inh noacc: -10

How did CCCCC(C(=O)O)C(C)CC(=O)Nc1ccn(-c2ccccc2)n1 (configuration not stated) do in these assays?
bIAP activator: 0.9; FLuc inh counter: -2; TNAP inh hi DEA: 0; APP 5'UTR act: 3; PMI act hi M6P: 1; PMI act: 1; FLuc act counter: 1; TNAP act hi DEA: 1; NF-kB expr up: 1.2; TNAP inh noacc: -10

Results for Cc1ccccc1NC(=S)Nc1cccc([N+](=O)[O-])c1 ?
bIAP activator: 0.9; FLuc inh counter: -6; TNAP inh hi DEA: -1; APP 5'UTR act: -11; PMI act hi M6P: 0.9; PMI act: 0.9; FLuc act counter: 1.1; TNAP act hi DEA: 1; NF-kB expr up: 1.2; TNAP inh noacc: -4

What do the screens show for `O=C(NCc1cccs1)Nc1ccc(Cl)cc1`?
bIAP activator: 0.9; FLuc inh counter: -4; TNAP inh hi DEA: 6; APP 5'UTR act: 23; PMI act hi M6P: 1.3; PMI act: 1.2; FLuc act counter: 1; TNAP act hi DEA: 0.9; NF-kB expr up: 1.6; TNAP inh noacc: 1

How did O=C(O)C1CC(O)CN1c1nc(Cl)ccc1[N+](=O)[O-] (configuration not stated) do in these assays?
bIAP activator: 1; FLuc inh counter: -9; TNAP inh hi DEA: 4; APP 5'UTR act: 2; PMI act hi M6P: 0.4; PMI act: 0.7; FLuc act counter: 1.1; TNAP act hi DEA: 1; NF-kB expr up: 0.96; TNAP inh noacc: 0

Results for O=C(NCCOC(=O)c1ccc(C(=O)OCCNC(=O)c2cccnc2)s1)c1cccnc1 ?
bIAP activator: 1; FLuc inh counter: 1; TNAP inh hi DEA: 3; APP 5'UTR act: -12; PMI act hi M6P: 1.1; PMI act: 1.1; FLuc act counter: 1; TNAP act hi DEA: 1; NF-kB expr up: 0.99; TNAP inh noacc: -8

How did CCn1cnc2c1c(=O)n(CC(=O)NCC(F)(F)F)c(=O)n2Cc1ccccc1 do in these assays?
bIAP activator: 1; FLuc inh counter: -5; TNAP inh hi DEA: -5; APP 5'UTR act: 15; PMI act hi M6P: 1; PMI act: 1; FLuc act counter: 1; TNAP act hi DEA: 1.1; NF-kB expr up: 1.1; TNAP inh noacc: -6

How did COc1ccccc1C(c1nnnn1C1CCCC1)N1CCN2CCCC2C1 (configuration not stated) do in these assays?
bIAP activator: 1.1; FLuc inh counter: -4; TNAP inh hi DEA: -6; APP 5'UTR act: -6; PMI act hi M6P: 1; PMI act: 1; FLuc act counter: 1; TNAP act hi DEA: 1.1; NF-kB expr up: 1.1; TNAP inh noacc: -12

What do the screens show for `O=C(Nc1nccs1)C1CCCN(S(=O)(=O)c2cccc3cccnc23)C1` (configuration not stated)?
bIAP activator: 0.9; FLuc inh counter: -2; TNAP inh hi DEA: 0; APP 5'UTR act: 10; PMI act hi M6P: 0.9; PMI act: 0.9; FLuc act counter: 1; TNAP act hi DEA: 1; NF-kB expr up: 0.76; TNAP inh noacc: 1

How did Cc1cc(C)nc(NC(=NCCc2c[nH]c3ccccc23)NC(=O)Nc2ccccc2)n1 do in these assays?
bIAP activator: 1; FLuc inh counter: -6; TNAP inh hi DEA: -5; APP 5'UTR act: 8; PMI act hi M6P: 0.8; PMI act: 0.7; FLuc act counter: 1.1; TNAP act hi DEA: 1; NF-kB expr up: 0.44; TNAP inh noacc: -17

Results for Cc1ccc(NC(=O)c2ccc(C#CC3(O)CCCCC3)cc2)cc1C ?
bIAP activator: 0.9; FLuc inh counter: -6; TNAP inh hi DEA: -3; APP 5'UTR act: 10; PMI act hi M6P: 0.9; PMI act: 0.9; FLuc act counter: 1.1; TNAP act hi DEA: 1; NF-kB expr up: 1.1; TNAP inh noacc: -12

What do the screens show for `CCC(=O)Nc1cccc(NC(=O)c2ccccc2Cl)c1`?
bIAP activator: 0.9; FLuc inh counter: -3; TNAP inh hi DEA: 4; APP 5'UTR act: -4; PMI act hi M6P: 1.1; PMI act: 1.1; FLuc act counter: 1; TNAP act hi DEA: 1; NF-kB expr up: 1.3; TNAP inh noacc: -7

What do the screens show for `Cc1ccc2c(CSc3nc4ccccc4c(=O)n3CCCO)cc(=O)oc2c1C`?
bIAP activator: 1.1; FLuc inh counter: 0; TNAP inh hi DEA: -2; APP 5'UTR act: 2; PMI act hi M6P: 1; PMI act: 1; FLuc act counter: 1; TNAP act hi DEA: 1; NF-kB expr up: 0.9; TNAP inh noacc: -11

Results for Cc1ccccc1C(=O)NC(=S)NCc1cccnc1 ?
bIAP activator: 0.9; FLuc inh counter: 1; TNAP inh hi DEA: 2; APP 5'UTR act: -12; PMI act hi M6P: 0.9; PMI act: 0.9; FLuc act counter: 1; TNAP act hi DEA: 1; NF-kB expr up: 1.1; TNAP inh noacc: 1

How did CN1C(=O)/C(=C/c2ccc(C(=O)NC3CCCC3)cc2)Oc2ccccc21 do in these assays?
bIAP activator: 0.9; FLuc inh counter: -3; TNAP inh hi DEA: -2; APP 5'UTR act: -4; PMI act hi M6P: 1; PMI act: 1; FLuc act counter: 1; TNAP act hi DEA: 1; NF-kB expr up: 1.1; TNAP inh noacc: 0

Results for COc1cccc(C2c3[nH]c4ccccc4c3CCN2Cc2cccc(C)n2)c1 (configuration not stated) ?
bIAP activator: 1.1; FLuc inh counter: -6; TNAP inh hi DEA: -6; APP 5'UTR act: 44; PMI act hi M6P: 0.8; PMI act: 0.8; FLuc act counter: 1.1; TNAP act hi DEA: 1.1; NF-kB expr up: 0.92; TNAP inh noacc: -3

Results for O=C(Nc1ccc2c(c1)OCO2)c1noc2c1CCCCC2 ?
bIAP activator: 0.8; FLuc inh counter: 57*; TNAP inh hi DEA: -1; APP 5'UTR act: 178*; PMI act hi M6P: 0.9; PMI act: 0.9; FLuc act counter: 0.4; TNAP act hi DEA: 1; NF-kB expr up: 7.7*; TNAP inh noacc: -6

What do the screens show for `CC(=O)Nc1ccc(C(=O)NNC(=O)c2cccs2)cc1`?
bIAP activator: 0.6; FLuc inh counter: -2; TNAP inh hi DEA: 0; APP 5'UTR act: -13; PMI act hi M6P: 1.1; PMI act: 1; FLuc act counter: 1; TNAP act hi DEA: 1; NF-kB expr up: 1.1; TNAP inh noacc: -18

Results for CCOC(=O)CC(=O)NC(CC(=O)OC)c1ccc(C(C)C)cc1 (configuration not stated) ?
bIAP activator: 1.2; FLuc inh counter: 2; TNAP inh hi DEA: 3; APP 5'UTR act: -10; PMI act hi M6P: 0.9; PMI act: 0.9; FLuc act counter: 1; TNAP act hi DEA: 1; NF-kB expr up: 1.1; TNAP inh noacc: 0

Results for COC(=O)C1CCN(C(=O)c2cc(=O)[nH]c3ccccc23)CC1 ?
bIAP activator: 1.1; FLuc inh counter: -3; TNAP inh hi DEA: 0; APP 5'UTR act: 16; PMI act hi M6P: 1; PMI act: 1; FLuc act counter: 1; TNAP act hi DEA: 1; NF-kB expr up: 1.2; TNAP inh noacc: -5

What do the screens show for `CCOC(=O)c1cnn(-c2ccccc2)c1-c1ccccc1`?
bIAP activator: 0.8; FLuc inh counter: -2; TNAP inh hi DEA: -2; APP 5'UTR act: 8; PMI act hi M6P: 1; PMI act: 1.1; FLuc act counter: 1; TNAP act hi DEA: 1; NF-kB expr up: 0.97; TNAP inh noacc: -14

What do the screens show for `CNC(=S)NNC(=O)c1cccc(C(F)(F)F)c1`?
bIAP activator: 1.5; FLuc inh counter: 0; TNAP inh hi DEA: 0; APP 5'UTR act: -14; PMI act hi M6P: 1; PMI act: 1; FLuc act counter: 1; TNAP act hi DEA: 1; NF-kB expr up: 1.2; TNAP inh noacc: -53

How did O=C(Cn1c2[n+](c3ccc(C(F)(F)F)cc31)CCCCC2)c1ccc2c(c1)OCCO2 do in these assays?
bIAP activator: 1; FLuc inh counter: -3; TNAP inh hi DEA: -3; APP 5'UTR act: -17; PMI act hi M6P: 1; PMI act: 1; FLuc act counter: 1; TNAP act hi DEA: 1; NF-kB expr up: 1.1; TNAP inh noacc: -6

Filtered by structure, those above with an aryl thioether with sulfur outside any ring
How did O=C(CSc1nnc2ncccn12)N1CCCCCC1 do in these assays?
bIAP activator: 0.9; FLuc inh counter: -6; TNAP inh hi DEA: -5; APP 5'UTR act: 13; PMI act hi M6P: 1; PMI act: 0.9; FLuc act counter: 1.1; TNAP act hi DEA: 1.1; NF-kB expr up: 1.2; TNAP inh noacc: -6

What do the screens show for `Cc1ccc2c(CSc3nc4ccccc4c(=O)n3CCCO)cc(=O)oc2c1C`?
bIAP activator: 1.1; FLuc inh counter: 0; TNAP inh hi DEA: -2; APP 5'UTR act: 2; PMI act hi M6P: 1; PMI act: 1; FLuc act counter: 1; TNAP act hi DEA: 1; NF-kB expr up: 0.9; TNAP inh noacc: -11
